Screening data deposited in PubChem BioAssay by National Center for Advancing Translational Sciences (NCATS).
EPAC1 antagonist: qHTS for Antagonist of cAMP-regulated guanine nucleotide exchange factor 3 (EPAC1): primary screen; Rap guanine nucleotide exchange factor 3 (Homo sapiens), O95398; EPAC1 GEF assay, Rap1b-BODIPY-GDP exchange fluorescence; Potency, µM (doses to about 115 µM), inactives show top-dose activity change, negative = inhibition, actives largely listed as inhibitors; 0.14% of 360,000 active; AID 720709, 2013;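 note: potency is the fitted concentration of half-maximal effect; plate controls were vehicle for no effect and positive control for full effect; nearly all actives have a fitted effect of over 50% in size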
MmCpn inh: Inhibitors of TCP-1 ring complex (TRiC) of Methanococcus maripaludis (MmCpn): qHTS; purified Mm-Cpn ATPase, ADP Transcreener TR-FRET; 0.031% of 330,000 active; Chaperonin Mm-Cpn (Methanococcus maripaludis); AID 504842, 2011; Potency, µM (titrated, usually from 76.9 µM), for inactives: at the highest dose activity, negative = inhibition, most hits filed as inhibitors; note: potency is the fitted concentration of half-maximal effect; % is set by controls: 0 for no effect and ±100 for the full control effect; nearly all actives have a fitted effect of over 80% in size
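25 nM Mm-CPN + cpd, 10 min 37°C; + 10 uM ATP, 30 min 37°C; buffer 30 mM Tris pH 7.4, 100 mM KCl, 5 mM MgCl2, 1 mM DTT; Transcreener ADP HTRF detection 30 min RT.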
CCT modulator: High-Throughput Screening for Modulators of Cytosolic Chaperonin Activity; 0.3% of 360,000 active; AID 651819, 2012; purified chaperonin ATPase assay, HTRF ADP detection, 30 min; activity change, % (no concentration beside the values), hits read low; in the data active = activity change below about -30%; note: % is set by controls: 0 for no effect and ±100 for the full control effect
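Enzyme 40 or 20 nM (batch-dependent) in Tris pH 7.4/KCl/MgCl2/DTT; cpd 76 uM single point; ATP 10 uM; 30 min 37 °C; Transcreener ADP HTRF detection, 30 min RT; ratio 665/615.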
PI5P4Ka inh: qHTS for Inhibitors of phosphatidylinositol 5-phosphate 4-kinase (PI5P4K) | AID 652105, 2013 | PI5P4Kalpha enzyme, ADP-Glo luminescence, 60 min; stronger effect = lower value | max response, % | Phosphatidylinositol 5-phosphate 4-kinase type-2 alpha (Homo sapiens), P48426 | 1.2% of 330,000 active; active = max response of -50% or lower; inconclusive = between -30% and -50%; inactive = -30% or higher; note: value at the top dose of about 77 µM; % is set by controls: 0 for no effect and ±100 for the full control effect
Target sequence (P48426 whole entry, looked up): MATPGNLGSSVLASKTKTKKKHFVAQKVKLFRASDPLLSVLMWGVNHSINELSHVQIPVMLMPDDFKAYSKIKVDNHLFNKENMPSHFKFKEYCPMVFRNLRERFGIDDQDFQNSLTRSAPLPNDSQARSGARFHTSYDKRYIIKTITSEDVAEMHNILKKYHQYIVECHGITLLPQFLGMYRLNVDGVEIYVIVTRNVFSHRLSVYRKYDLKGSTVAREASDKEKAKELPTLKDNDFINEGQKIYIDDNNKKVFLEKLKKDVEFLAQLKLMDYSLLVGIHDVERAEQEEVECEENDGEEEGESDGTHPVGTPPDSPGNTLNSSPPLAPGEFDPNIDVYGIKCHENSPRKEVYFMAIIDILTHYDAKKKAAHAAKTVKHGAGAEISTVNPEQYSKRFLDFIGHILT
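ADP-Glo luminescence end-point read after a 60 min room-temperature kinase reaction of PI5P4Kalpha plus substrate, initiated with ATP at 5 microM final. Buffer: 0.038 M HEPES pH 7.4, EGTA, 0.1% CHAPS, 5% DMSO.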
PLK1 PBD block: qHTS for Inhibitors of PLK1-PDB (polo-like kinase 1 - polo-box domain): Primary Screen; 2.8% of 360,000 active; Serine/threonine-protein kinase PLK1 (Homo sapiens), P53350; Plk1 PBD binding of FITC phosphopeptide, fluorescence polarization; Potency, µM, for inactives: max response, negative = inhibition, actives largely listed as inhibitors; AID 720504, 2013; note: potency is the fitted concentration of half-maximal effect; series mostly up to about 57 µM; % is set by controls: 0 for no effect and ±100 for the full control effect; nearly all actives have a fitted effect of over 65% in size
Target sequence (P53350 whole entry, looked up, the tested form may be a part): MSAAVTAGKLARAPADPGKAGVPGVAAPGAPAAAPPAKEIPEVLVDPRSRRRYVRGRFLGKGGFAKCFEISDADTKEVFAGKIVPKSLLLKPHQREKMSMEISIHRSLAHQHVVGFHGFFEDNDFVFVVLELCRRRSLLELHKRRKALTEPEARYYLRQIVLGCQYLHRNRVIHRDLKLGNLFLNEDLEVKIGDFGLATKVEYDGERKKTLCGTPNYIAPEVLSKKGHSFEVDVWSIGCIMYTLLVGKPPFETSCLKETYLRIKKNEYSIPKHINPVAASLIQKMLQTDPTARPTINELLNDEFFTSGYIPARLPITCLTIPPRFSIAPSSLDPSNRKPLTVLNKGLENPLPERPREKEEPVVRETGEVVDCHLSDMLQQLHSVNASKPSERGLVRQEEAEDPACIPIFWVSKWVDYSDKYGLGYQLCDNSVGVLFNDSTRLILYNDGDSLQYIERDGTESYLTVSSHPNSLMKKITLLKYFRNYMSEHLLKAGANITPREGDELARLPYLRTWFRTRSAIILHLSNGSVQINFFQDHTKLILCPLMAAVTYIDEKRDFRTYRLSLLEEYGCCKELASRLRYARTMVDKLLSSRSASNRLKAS
WRN helicase inh: qHTS for Inhibitors of WRN Helicase; WRN helicase unwinding, fluorescent forked duplex, kinetic; Potency, µM (series often up to 114 µM), for the others: top-dose activity change, negative = inhibition, actives largely listed as inhibitors; 0.46% of 360,000 active; note: potency is the fitted concentration of half-maximal effect; % is set by controls: 0 for no effect and ±100 for the full control effect; nearly all actives have a fitted effect of over 55% in size
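Kinetic fluorescence helicase assay: unwinding of a quenched forked DNA duplex (100 nM final) with 2 mM ATP final raises red fluorescence (525/598 nm). Compounds sat 15 min at room temperature with 20 nM WRN beforehand.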
EPAC2 antagonist: qHTS for Antagonist of cAMP-regulated guanine nucleotide exchange factor 2 (EPAC2): primary screen; AID 720708, 2013; 0.18% of 360,000 active; EPAC2 GEF exchange of Rap1B-BODIPY-GDP, fluorescence; Potency, µM (doses to about 114 µM), without a hit: at the highest dose activity, negative = inhibition, most hits filed as inhibitors; Rap guanine nucleotide exchange factor 4 (Homo sapiens), Q8WZA2; note: potency is the fitted concentration of half-maximal effect; % is set by controls: 0 for no effect and ±100 for the full control effect; nearly all actives have a fitted effect of over 45% in size; many of its hits are not listed in these tables
EPAC1 ag: qHTS for Agonist of cAMP-regulated guanine nucleotide exchange factor 3 (EPAC1): primary screen | Rap guanine nucleotide exchange factor 3 (Homo sapiens), O95398 | EPAC1 agonist qHTS, biochemical assay; response scale: 100% = response to 6.5 mM cAMP | Potency, µM (highest dose often 154 µM), for the others: at the top dose activation, actives largely listed as activators | 0.073% of 360,000 active; note: potency is the fitted concentration of half-maximal effect; nearly all actives have a fitted effect of over 60% in size
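Multi-concentration qHTS readout: loss of Rap1B-bound BODIPY-GDP fluorescence driven by 100 nM EPAC1 with excess GDP (50 uM), monitored kinetically at room temperature; agonist response expressed relative to 6.5 mM cAMP.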
An asterisk follows results filed as active; [ ] = another dose, or the depositor's remark. Unless noted, calls come from the whole dose curve; as a rule, active = well fitted curve in the direction sought with a large enough effect; inconclusive = small, poorly fitted or top-dose-only effect, or another doubt; inactive = no such curve, though single readings can be large; an effect the other way counts as inactive or inconclusive. Some of the compounds tested; the hit share may differ from the screen's.

Screening O=c1oc(-c2cccs2)nc2sc3c(c12)CCCCC3 returned EPAC1 antagonist 9%, MmCpn inh 3%, CCT modulator 0.1, PLK1 PBD block -8%, WRN helicase inh -5%, EPAC2 antagonist 2% and EPAC1 ag 1%.
`CCc1c(C)nc(SCC(=O)NC2CCCC2)[nH]c1=O` gave EPAC1 antagonist -3%, MmCpn inh -1%, CCT modulator -42*, PI5P4Ka inh -8, PLK1 PBD block -3%, WRN helicase inh 13%, EPAC2 antagonist 17% and EPAC1 ag -7%.
Screening Nc1nc(-c2ccccc2)c(N=Nc2cccc3ccccc23)s1 returned EPAC1 antagonist -15%, MmCpn inh 0%, CCT modulator -2.6, PI5P4Ka inh 37, PLK1 PBD block 3%, WRN helicase inh -13%, EPAC2 antagonist 4% and EPAC1 ag 12%.
Cc1ccc(-c2cc(C(=O)N/N=C/c3c(C)nn(C)c3C)c3ccccc3n2)c(C)c1 was read as EPAC1 antagonist -19%, MmCpn inh 1%, CCT modulator -3.7, PI5P4Ka inh 5, PLK1 PBD block -22%, WRN helicase inh -9%, EPAC2 antagonist -14% and EPAC1 ag 21%.
CCCOc1cccn2c(N(C=O)Cc3ccc(OC)cc3)c(CC)nc12 was read as EPAC1 antagonist 17%, CCT modulator -0.7, PI5P4Ka inh -9, PLK1 PBD block -6%, WRN helicase inh 3%[57.1 µM], EPAC2 antagonist -4% and EPAC1 ag -11%.
For O=C1c2ccccc2NC(c2cccc(F)c2)N1Cc1ccco1 (stereo not given) the results were EPAC1 antagonist inconclusive, MmCpn inh -5%, CCT modulator -0.8, PLK1 PBD block -9%, WRN helicase inh -22%, EPAC2 antagonist -9% and EPAC1 ag 10%.
`COc1cc(OC)c(OC)cc1CN1CCN(Cc2ccc(SC)cc2)CC1` gave EPAC1 antagonist inconclusive, MmCpn inh 4%, CCT modulator -1.2, PI5P4Ka inh -4, PLK1 PBD block -9%, WRN helicase inh 5%, EPAC2 antagonist 1% and EPAC1 ag 1%.
`Cc1ccc2nc(SCC(=O)c3ccc4c(c3)NC(=O)CO4)[nH]c2c1` gave EPAC1 antagonist 6%, MmCpn inh -7%, CCT modulator -2.6, PI5P4Ka inh -15, PLK1 PBD block -8%, WRN helicase inh 4%, EPAC2 antagonist 3% and EPAC1 ag 2%.
For Cc1c(NC(=O)C2(c3ccc(Cl)cc3)CCCC2)c(=O)n(-c2ccccc2)n1C the results were EPAC1 antagonist -3%, MmCpn inh 0%, CCT modulator -2.4, PI5P4Ka inh -3, PLK1 PBD block 0%, WRN helicase inh 4%, EPAC2 antagonist 6% and EPAC1 ag -3%.
`CCS(=O)(=O)N1Cc2ccccc2CC1C(=O)NCC12CC3CC(CC(C3)C1)C2` (stereo not given) gave EPAC1 antagonist 5%, MmCpn inh -3%, CCT modulator -2.2, PI5P4Ka inh 0, PLK1 PBD block -6%, WRN helicase inh 0%, EPAC2 antagonist -1%[57.1 µM] and EPAC1 ag 10%.
`Cc1nc(CCN2C(=O)c3ccccc3C2=O)n[nH]1` gave EPAC1 antagonist -3%, MmCpn inh 0%, CCT modulator -1.2, PI5P4Ka inh inconclusive, PLK1 PBD block 7.5µM*, WRN helicase inh 11%, EPAC2 antagonist 3% and EPAC1 ag 0%.
`COc1cc2cc(C(c3nnnn3C3CCCC3)N3CCc4ccccc43)c(=O)[nH]c2cc1OC` (stereo not given) gave EPAC1 antagonist -4%, MmCpn inh 1%, CCT modulator -0.1, PI5P4Ka inh 0, PLK1 PBD block -11%, WRN helicase inh -12%, EPAC2 antagonist 37%[activator] and EPAC1 ag -11%.
For NNC(=S)Nc1ccccc1Cl the results were EPAC1 antagonist -4%, MmCpn inh 1%, CCT modulator 1.2, PI5P4Ka inh 1, PLK1 PBD block -7%, WRN helicase inh -13%, EPAC2 antagonist -3% and EPAC1 ag 7%.
Screening C=CCSc1ncccc1C(=O)NCCc1ccc(Cl)cc1 returned EPAC1 antagonist 4%, MmCpn inh 1%, CCT modulator -2.1, PI5P4Ka inh 6, PLK1 PBD block -3%, WRN helicase inh 3%, EPAC2 antagonist -3% and EPAC1 ag 0%.
Screening CCOC(=O)c1cnc(SCc2cccc(C)c2)nc1N returned EPAC1 antagonist 2%, MmCpn inh -1%, CCT modulator 1.7, PI5P4Ka inh 0, PLK1 PBD block -8%, WRN helicase inh -10%, EPAC2 antagonist 1% and EPAC1 ag 14%.
Screening O=C(O)COc1ccc(Br)cc1/C=N\Nc1ccccn1 returned EPAC1 antagonist 3%, MmCpn inh 1%, CCT modulator -2.6, PI5P4Ka inh -2, PLK1 PBD block -24%, WRN helicase inh 12%, EPAC2 antagonist 2% and EPAC1 ag 5%.
For Cc1nn2c(-c3cccnc3)ccnc2c1-c1ccccc1 the results were EPAC1 antagonist 3%, MmCpn inh 3%, CCT modulator 0.0, PI5P4Ka inh 0, PLK1 PBD block 2%, WRN helicase inh -1%, EPAC2 antagonist -11% and EPAC1 ag -3%.
For CCCNC(=O)C1(C)CCN(C(=O)c2cccc(C(F)(F)F)c2)C1 (stereo not given) the results were EPAC1 antagonist -2%, CCT modulator -0.8, PI5P4Ka inh -1, PLK1 PBD block -5%, WRN helicase inh 0%, EPAC2 antagonist 5% and EPAC1 ag 5%.
For c1ccc(Nc2ncnc3sc4c(c23)CCC4)cc1 the results were EPAC1 antagonist 19%, MmCpn inh inconclusive, CCT modulator 2.2, PLK1 PBD block -2%, WRN helicase inh -6%, EPAC2 antagonist 8% and EPAC1 ag 1%.
Screening COC(/C=C/Nc1ccc(C)c(C)c1)=C(C#N)C#N returned EPAC1 antagonist 4%, MmCpn inh 0%, CCT modulator -0.6, PLK1 PBD block -3%, WRN helicase inh -1%, EPAC2 antagonist 1% and EPAC1 ag 0%.
`COCCN(CCOC)c1nc(-c2ccc([N+](=O)[O-])cc2)nc2ccccc12` gave EPAC1 antagonist 5%, MmCpn inh 1%, CCT modulator -3.1, PI5P4Ka inh -3, PLK1 PBD block 4%, WRN helicase inh 5%, EPAC2 antagonist -8% and EPAC1 ag 3%.
`Cc1ccc(C(=O)N2CC(C)OC(C)C2)cc1[N+](=O)[O-]` (stereo not given) gave EPAC1 antagonist 1%, MmCpn inh -5%, CCT modulator 0.8, PI5P4Ka inh -2, PLK1 PBD block -6%, WRN helicase inh -5%, EPAC2 antagonist 3% and EPAC1 ag 2%.
For CC(C)COc1cccc(-c2cc(C(=O)N/N=C/c3ccncc3)c3ccccc3n2)c1 the results were EPAC1 antagonist -9%, MmCpn inh 0%, CCT modulator -0.1, PI5P4Ka inh 6, PLK1 PBD block 3%, WRN helicase inh -7%, EPAC2 antagonist -10% and EPAC1 ag -7%.
`CCc1ccc(NC(=O)CSc2nnc(SCC(=O)Nc3ccc(CC)cc3)n2N)cc1` gave EPAC1 antagonist -20%, MmCpn inh -2%, CCT modulator -0.4, PI5P4Ka inh -2, PLK1 PBD block -3%, WRN helicase inh 1%, EPAC2 antagonist -2% and EPAC1 ag -11%.
Screening O=[N+]([O-])c1ccc(C[n+]2cc(-c3ccc(Cl)c(Cl)c3)n3c2CCCCC3)cc1 returned EPAC1 antagonist -5%, MmCpn inh 1%, CCT modulator 0.8, PI5P4Ka inh 0, PLK1 PBD block -7%, WRN helicase inh -3%, EPAC2 antagonist 4% and EPAC1 ag -2%.
For O=C(CC(=O)c1ccccc1)CS(=O)(=O)c1ccccc1 the results were EPAC1 antagonist 0%, CCT modulator -3.7, PI5P4Ka inh -1, PLK1 PBD block -1%, WRN helicase inh 5%, EPAC2 antagonist 3% and EPAC1 ag 0%.
For COCCn1c(SCC(=O)Nc2cc(Cl)ccc2OC)nc2c(c1=O)SC(C)C2 (stereo not given) the results were EPAC1 antagonist -27%, MmCpn inh 2%, CCT modulator 0.1, PI5P4Ka inh 12, PLK1 PBD block -6%, WRN helicase inh -12%, EPAC2 antagonist -2% and EPAC1 ag 1%.
For CC(=O)C1=C(O)C(=O)OC1c1ccc(C)cc1 (stereo not given) the results were EPAC1 antagonist -3%, MmCpn inh 0%, CCT modulator 1.8, PI5P4Ka inh -4, PLK1 PBD block -4%, WRN helicase inh 4%, EPAC2 antagonist 2% and EPAC1 ag 10%.
For CCC1Oc2ccc(C)cc2N(Cc2cccc(C)c2)C1=O (stereo not given) the results were EPAC1 antagonist -4%, MmCpn inh 0%, CCT modulator -2.9, PLK1 PBD block -6%, WRN helicase inh -8%, EPAC2 antagonist -7% and EPAC1 ag 15%.
`COc1cccc(NC(=O)Nc2ccc3nsnc3c2)c1` gave EPAC1 antagonist -7%, MmCpn inh -3%, CCT modulator 0.9, PLK1 PBD block inconclusive, WRN helicase inh -22%, EPAC2 antagonist -5% and EPAC1 ag 13%.
CCC(C)n1c(=S)[nH]c2c(sc3ccc([N+](=O)[O-])cc32)c1=O (stereo not given) was read as EPAC1 antagonist 4%, MmCpn inh 0%, CCT modulator -1.6, PI5P4Ka inh 0, PLK1 PBD block inconclusive, WRN helicase inh 9%, EPAC2 antagonist 13% and EPAC1 ag 1%.
O=C(Nc1ccc(OC(F)(F)F)cc1)c1cnc2n(c1=O)CCS2 was read as EPAC1 antagonist -1%, MmCpn inh -21%, CCT modulator -1.3, PI5P4Ka inh -1, PLK1 PBD block -3%, WRN helicase inh -5%, EPAC2 antagonist -4% and EPAC1 ag 7%.
`O=C(NN1C(=O)c2ccccc2NC1c1ccoc1)c1ccccc1` (stereo not given) gave EPAC1 antagonist -14%, MmCpn inh -2%, CCT modulator -0.1, PI5P4Ka inh -4, PLK1 PBD block 1%, WRN helicase inh 9%, EPAC2 antagonist 1% and EPAC1 ag -11%.
